HTR5A ag ctr – HTR5A agonism, opioid heterodimer counter-screen. P47898. HTR5A agonist assay, luminescence, cell-based. activation, % at 9.3 µM. 340,000 compounds, 0.61% hits. AID 504692; in the data active = activation mostly above about 9.5%, no sharp cut-off; inactive = mostly below about 7.6%;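 also: 0% = cells with vehicle only and 100% = reference agonist; strong numbers were not always called active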
Pemphigus Ab inh – human desmoglein-3 autoantibody binding inhibition | binding (percent of control), % at 10 µM | P32926 | DSG3-coupled beads, scFv-anti-DSG3-GFP binding, flow cytometry; hits give low values | 310,000 compounds, 0.48% hits;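 active = binding more than 3 SD below its plate's average and above zero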;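 also: hits lower antibody fragment binding to DSG3; some compounds called inactive have numbers as strong as hits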
PKA-R1A act – PKA-R1A complex activation. P00514+P68181. PKA-R1A dissociation, Cy5-IP20 fluorescence polarization; scaled: DMSO 0%, 113 µM cGMP 100%. activation, % at 11.4 µM. 340,000 compounds, 0.083% hits. AID 504707;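 active = percent activation above the mean of all tested compounds plus 3 SD, cut at about 19% in these data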;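 also: higher means more PKAc released from R1A so a rise in polarization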
OPRM1-OPRD1 ag – agonists of human mu-delta opioid receptor heterodimerization | cells, OPRM1-OPRD1 heterodimerization, luminescence | activation, % at 9.3 µM | 340,000 compounds, 0.3% hits | AID 504326; in the data active = activation above about 18%;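 also: 0% = vehicle-treated cells and 100% = reference agonist; values of inactives mirror those of a sister screen read the other way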
Target sequence (P35372 whole entry, looked up): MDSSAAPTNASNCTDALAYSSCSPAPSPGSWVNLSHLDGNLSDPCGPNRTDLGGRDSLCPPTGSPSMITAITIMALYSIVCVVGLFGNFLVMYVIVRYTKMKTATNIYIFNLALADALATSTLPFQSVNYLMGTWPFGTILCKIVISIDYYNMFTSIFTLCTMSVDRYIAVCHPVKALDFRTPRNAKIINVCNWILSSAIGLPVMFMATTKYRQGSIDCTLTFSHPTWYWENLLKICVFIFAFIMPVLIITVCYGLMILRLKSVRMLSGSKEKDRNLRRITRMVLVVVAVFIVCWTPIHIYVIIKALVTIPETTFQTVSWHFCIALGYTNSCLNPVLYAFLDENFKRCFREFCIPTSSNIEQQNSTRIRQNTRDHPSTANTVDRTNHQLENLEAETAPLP
Target sequence (P41143 whole entry, looked up): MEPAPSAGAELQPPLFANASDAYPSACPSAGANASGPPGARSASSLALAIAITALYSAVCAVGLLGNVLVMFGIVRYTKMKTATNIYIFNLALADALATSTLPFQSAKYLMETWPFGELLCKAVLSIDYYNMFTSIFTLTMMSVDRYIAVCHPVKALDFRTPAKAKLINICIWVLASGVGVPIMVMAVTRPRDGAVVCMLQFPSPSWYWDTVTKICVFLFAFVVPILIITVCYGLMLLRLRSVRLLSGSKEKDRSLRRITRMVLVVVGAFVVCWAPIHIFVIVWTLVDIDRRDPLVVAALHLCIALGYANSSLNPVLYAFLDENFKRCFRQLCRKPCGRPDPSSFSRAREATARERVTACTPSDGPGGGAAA
PfHsp90 set2 – growth inhibition of yeast expressing Plasmodium Hsp90 | S. cerevisiae expressing PfHsp90, BacTiter-Glo ATP, 48 h; yeast lacking PDR1 and PDR3 efflux regulators | inhibition, % at 9.4 µM | 310,000 compounds, 0.32% hits;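 active = every replicate shows inhibition above about 80%, whatever the replicate mean, limit read from the data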;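 also: 0% = DMSO neutral controls and 100% = 20 µM radicicol positive controls; yeast relying on Plasmodium falciparum Hsp90 in place of its own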
OPRM1-OPRD1 inv – inverse agonists of human mu-delta opioid receptor heterodimerization | P35372+P41143 | cell-based MOR-DOR heterodimer luminescence, inverse agonism | inhibition, % at 9.3 µM | 340,000 compounds, 0.21% hits | AID 504357; in the data active = inhibition above about 22%, passing the limit was not always enough;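 also: 0% = cells with DMSO and 100% = wells without cells with DMSO; values of inactives mirror those of a sister screen read the other way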
Mot1-301 SUMO – inhibitors of SUMOylation pathway: yeast Mot1-301 growth rescue; S. cerevisiae Mot1-301 growth rescue, ATP luminescence, 38.5C; percent above DMSO median, 100 means doubled; growth rescue, % at 18.8 µM; 320,000 compounds, 1% hits; AID 2716;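 active = every valid replicate shows activation above 250% relative to neutral control wells; inactive = the rest, any valid replicate at or below 250%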;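 also: OY570 slx delta 5 strain wells were the positive control but not used for scaling; some compounds called inactive have numbers as strong as hits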
HTR5A inv ag – HTR5A inverse agonism, opioid heterodimer counter-screen. P47898. HTR5A cell line, luminescence. inhibition, % at 9.3 µM. 340,000 compounds, 0.083% hits; in the data active = inhibition mostly above about 23%, no sharp cut-off; inactive = mostly below about 18%;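 also: 0% = cells with DMSO and 100% = no-cell wells with DMSO; some compounds called inactive have numbers as strong as hits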
Ecoli viability – reduces bacterial viability in AddAB counter-screen. E. coli V3065 growth, OD600 absorbance, 18 h. inhibition, % at 11.9 µM. AID 449728. 330,000 compounds, 0.27% hits;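 active = inhibition above the campaign's mean inhibition across all tested compounds plus 3 SD, cut at about 9.9% in these data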;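 also: uninfected addAB+ strain grown without phage in ampicillin broth; 0% = DMSO wells and 100% = ciprofloxacin 0.95 µg/ml wells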
AddAB inh – less growth of phage-infected E. coli with AddAB | AID 435030 | 330,000 compounds, 0.29% hits | inhibition, % at 11.9 µM | E. coli expressing H. pylori AddAB, absorbance growth; in the data active = inhibition above about 12%;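 also: 0% = vehicle wells of infected cells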
phage Ecoli inh – E. coli growth loss with phage present | growth absorbance | inhibition, % at 11.9 µM | 360,000 compounds, 0.26% hits | AID 651602; in the data active = inhibition above about 11%
An asterisk follows results filed as active; · = no result given; & = joins results of further samples. These rows are one share of the data; rates above refer to the full screens.

Key to letters: A = HTR5A ag ctr; B = Pemphigus Ab inh; C = PKA-R1A act; D = OPRM1-OPRD1 ag; E = PfHsp90 set2; F = OPRM1-OPRD1 inv; G = Mot1-301 SUMO; H = HTR5A inv ag; I = Ecoli viability; J = AddAB inh; K = phage Ecoli inh
molecule: CCCOc1ccccc1-c1nc2n[nH]nc2c(=O)[nH]1
  A = 1; B = 99; C = -6; D = -2.4; E = -9; F = 13; G = 6; H = 10; I = -0.3; J = 1.3; K = 3.2

molecule: C[C@H]1c2cccc(O)c2C(=O)C2C(=O)C3(O)C(=O)C(C(N)=O)C(=O)[C@@H](N(C)C)[C@@H]3[C@@H](O)[C@@H]21 (some centres undefined)
  A = 3; B = 95; C = 4; D = 1.7; E = 3; F = -10; G = ·; H = 2; I = 100*; J = 100*; K = 98*

molecule: NS(=O)(=O)c1cc2c(cc1C(F)(F)F)NC(Cc1ccccc1)NS2(=O)=O (centres undefined)
  A = -4; B = 97; C = -8; D = -0.1; E = -2; F = 0; G = -16; H = 8; I = -3.6; J = -1.4; K = 2.9

molecule: CC(C)=CC(=O)O[C@@H]1Cc2cc3ccc(=O)oc3cc2OC1(C)C
  A = 0; B = 100; C = -5; D = -0.6; E = -19; F = 3; G = 1; H = -7; I = -2.3; J = -1.3; K = 2.0

molecule: COc1nc(C)nc(Cl)c1NC1=NCCN1
  A = 3&-2; B = 110&97; C = -7&13; D = -0.9&2.1; E = -6&-12; F = 5&-11; G = -10; H = -1&-20; I = 1.7&-0.3; J = 0.2&-1.8; K = 4.1&3.6

molecule: O=C1NCC2(CCN(CCc3ccccc3)CC2)O1
  A = 3; B = 123; C = 4; D = -0.7; E = -17; F = 4; G = 108; H = -14; I = 1.8; J = -0.2; K = 5.3

molecule: CCOC(=O)C1(CCOc2ccccc2)CCN(Cc2ccc(O)c(Cl)c2)CC1
  A = -6; B = 127; C = 6; D = 7.1; E = 4; F = -36; G = -17; H = 22; I = ·; J = ·; K = 1.8

molecule: CC1(C)O[C@H]2CC(=O)OCC23[C@H]2CC[C@@]4(C)[C@H](c5ccoc5)OC(=O)[C@H]5O[C@]54[C@]2(C)C(=O)C[C@@H]13 (some centres undefined)
  A = 5; B = 103; C = -13; D = -2.4; E = 1; F = 12; G = 58; H = 16; I = -3.5; J = 3.0; K = 2.6

molecule: CCC[C@H](N[C@@H](C)C(=O)N1[C@H](C(=O)O)C[C@@H]2CCCC[C@@H]21)C(=O)OCC
  A = 7; B = 101; C = 12; D = -0.7; E = -2; F = 4; G = 6; H = 16; I = -2.5; J = -2.9; K = 3.2

molecule: Cc1nc2c3ccccc3nc(NNC(=O)CCC(=O)N3CCN(c4ccccc4)CC3)n2n1
  A = -1; B = ·; C = -6; D = -2.1; E = -7; F = 11; G = 11; H = 1; I = -2.7; J = 1.9; K = 3.0

More entries follow:
Key to letters: A = HTR5A ag ctr; B = Pemphigus Ab inh; C = PKA-R1A act; D = OPRM1-OPRD1 ag; E = PfHsp90 set2; F = OPRM1-OPRD1 inv; G = Mot1-301 SUMO; H = HTR5A inv ag; I = Ecoli viability; J = AddAB inh; K = phage Ecoli inh
molecule: O=C(O)COC(=O)Cc1ccccc1Nc1c(Cl)cccc1Cl
  A = -4; B = ·; C = -7; D = -0.6; E = 1; F = 3; G = -2; H = 13; I = -0.4; J = -0.3; K = 4.1

molecule: CC(=O)[C@H]1CC[C@H]2[C@@H]3C[C@H](C)C4=CC(=O)CC[C@]4(C)[C@H]3[C@@H](O)C[C@]12C
  A = 2; B = 104; C = -3; D = -2.0; E = -4; F = 11; G = 310; H = -53; I = -1.6; J = -3.3; K = 1.6

molecule: c1ccc2c(CC3=NCCN3)cccc2c1
  A = 4; B = 105; C = -4; D = -0.6; E = -14; F = 3; G = 414&-3; H = -13; I = 0.0; J = 1.8; K = 3.0

molecule: C=C1c2cccc(O)c2C(=O)C2C(=O)[C@]3(O)C(=O)C(C(N)=O)C(=O)[C@@H](N(C)C)[C@@H]3[C@@H](O)[C@H]12 (some centres undefined)
  A = -1; B = 89; C = 5; D = 1.9; E = 12; F = -11; G = ·; H = -22; I = 102*; J = 100*; K = 99*

molecule: O=c1cc[nH]c(=O)[nH]1
  A = 7; B = 109; C = -1; D = -1.4; E = -24; F = 8; G = -2; H = -28; I = -0.1; J = -3.6; K = 4.0

molecule: C/C=C/C=N\NC(=O)c1ccncc1
  A = 12; B = 122; C = 6; D = -0.4; E = 10; F = 2; G = -16; H = 0; I = -0.8; J = -3.2; K = 2.9

molecule: Nc1ccc(C(=O)Nc2ccccc2N)cc1
  A = 0; B = 94; C = 4; D = 2.0; E = 3; F = -10; G = -1; H = 10; I = 0.9; J = 1.0; K = 0.1

molecule: CC(C)Cc1ccc([C@H](C)C(=O)O)cc1
  A = 1; B = 107; C = -10; D = -1.1; E = 5; F = 6; G = 18; H = -4; I = -1.8; J = -0.9; K = 3.6

molecule: O=C(O)[C@@H]1[C@H]2C[C@H]3c4[nH]c5ccccc5c4CCN3C[C@@H]2CC[C@@H]1O
  A = 3; B = 122; C = -13; D = 2.5; E = -11; F = -14; G = -3; H = -36; I = -0.7; J = -1.1; K = 3.6

molecule: C[C@H](CCC(=O)O)[C@H]1CC[C@H]2[C@@H]3[C@@H](O)C[C@@H]4C[C@H](O)CC[C@]4(C)[C@H]3CC[C@]12C
  A = 1; B = 101; C = -2; D = -1.9; E = 12; F = 10; G = 15; H = -3; I = 0.8; J = -4.9; K = 1.9

Shown with values under each structure: 9 of the compounds above
Below each SMILES – HTR5A ag ctr	Pemphigus Ab inh	PKA-R1A act	OPRM1-OPRD1 ag	PfHsp90 set2	OPRM1-OPRD1 inv	Mot1-301 SUMO	HTR5A inv ag	Ecoli viability	AddAB inh	phage Ecoli inh
> CC(=O)[C@H]1CC[C@H]2[C@@H]3C[C@H](C)C4=CC(=O)CC[C@]4(C)[C@H]3[C@@H](O)C[C@]12C
    2	104	-3	-2.0	-4	11	310	-53	-1.6	-3.3	1.6
> c1ccc2c(CC3=NCCN3)cccc2c1
    4	105	-4	-0.6	-14	3	414&-3	-13	0.0	1.8	3.0
> C=C1c2cccc(O)c2C(=O)C2C(=O)[C@]3(O)C(=O)C(C(N)=O)C(=O)[C@@H](N(C)C)[C@@H]3[C@@H](O)[C@H]12 (some centres undefined)
    -1	89	5	1.9	12	-11	·	-22	102*	100*	99*
> O=c1cc[nH]c(=O)[nH]1
    7	109	-1	-1.4	-24	8	-2	-28	-0.1	-3.6	4.0
> C/C=C/C=N\NC(=O)c1ccncc1
    12	122	6	-0.4	10	2	-16	0	-0.8	-3.2	2.9
> Nc1ccc(C(=O)Nc2ccccc2N)cc1
    0	94	4	2.0	3	-10	-1	10	0.9	1.0	0.1
> CC(C)Cc1ccc([C@H](C)C(=O)O)cc1
    1	107	-10	-1.1	5	6	18	-4	-1.8	-0.9	3.6
> O=C(O)[C@@H]1[C@H]2C[C@H]3c4[nH]c5ccccc5c4CCN3C[C@@H]2CC[C@@H]1O
    3	122	-13	2.5	-11	-14	-3	-36	-0.7	-1.1	3.6
> C[C@H](CCC(=O)O)[C@H]1CC[C@H]2[C@@H]3[C@@H](O)C[C@@H]4C[C@H](O)CC[C@]4(C)[C@H]3CC[C@]12C
    1	101	-2	-1.9	12	10	15	-3	0.8	-4.9	1.9

Remaining list, next part:
Key to letters: A = HTR5A ag ctr; B = Pemphigus Ab inh; C = PKA-R1A act; D = OPRM1-OPRD1 ag; E = PfHsp90 set2; F = OPRM1-OPRD1 inv; G = Mot1-301 SUMO; H = HTR5A inv ag; I = Ecoli viability; J = AddAB inh; K = phage Ecoli inh
molecule: C[C@]12CC[C@H]3[C@@H](CCC4=CC(=O)CC[C@@]43C)[C@@H]1CC[C@@H]2C(=O)CO
  A = 3; B = 102; C = 3; D = -1.3; E = -5; F = 7; G = 16&-17; H = -10; I = -3.4; J = 0.0; K = 1.6

molecule: Nc1cc(-c2ccncc2)c[nH]c1=O
  A = 8; B = 100; C = 0; D = -0.9; E = 0; F = 5; G = 120; H = -24; I = -0.8; J = -1.9; K = 3.0

molecule: CC1(C)OC2CC3C4CC(F)C5=CC(=O)C=CC5(C)C4(F)C(O)CC3(C)C2(C(=O)CO)O1 (centres undefined)
  A = -1; B = 103; C = -3; D = 1.9; E = -19; F = -8; G = 0; H = 5; I = -0.4; J = -1.1; K = 1.7

molecule: CN1CCC(=C2c3ccccc3CCc3sccc32)CC1
  A = 1; B = 110; C = 8; D = 0.8; E = -4; F = -4; G = 2; H = -3; I = 1.1&-1.3; J = 2.0&-0.2; K = ·
